# Screening data deposited in PubChem BioAssay by Fisher Drug Discovery Resource Center.
# mcGAS RapidFire: blocks mouse cGAS cGAMP production; Q8C6L5; 130,000 compounds, 0.18% hits; recombinant mouse cGAS, cGAMP by RapidFire MS; AID 1259397; inhibition, % at 12.5 µM;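 active = inhibition of cGAS enzyme activity at or above 60%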;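 also: enzyme stimulated by 45 bp dsDNA with ATP and GTP substrates; cGAMP share of summed cGAMP plus half ATP and half GTP signals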
# Target sequence (Q8C6L5 whole entry, looked up): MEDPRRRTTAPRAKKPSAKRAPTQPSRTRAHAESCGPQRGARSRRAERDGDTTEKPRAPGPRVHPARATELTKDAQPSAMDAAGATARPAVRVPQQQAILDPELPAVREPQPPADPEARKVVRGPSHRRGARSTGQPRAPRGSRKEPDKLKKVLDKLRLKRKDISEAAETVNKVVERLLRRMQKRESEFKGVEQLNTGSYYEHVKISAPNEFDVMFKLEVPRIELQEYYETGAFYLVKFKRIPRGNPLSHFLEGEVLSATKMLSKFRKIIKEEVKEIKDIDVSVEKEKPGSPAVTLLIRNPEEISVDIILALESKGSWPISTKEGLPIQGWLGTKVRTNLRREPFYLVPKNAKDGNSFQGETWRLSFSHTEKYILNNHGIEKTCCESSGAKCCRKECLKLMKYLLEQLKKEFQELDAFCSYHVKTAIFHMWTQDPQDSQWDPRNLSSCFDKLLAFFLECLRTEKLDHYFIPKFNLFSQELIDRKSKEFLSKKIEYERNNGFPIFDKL
# An asterisk follows results filed as active; & = joins results of further samples.
SMILES,mcGAS RapidFire
Cc1cccc(-c2noc(CN(C)C(=O)c3c(C)cc(C)n(C)c3=O)n2)c1,3
COc1ccc(/C=C/C(=O)N2CCCC(C(=O)c3ccccc3OC)C2)cc1OC (stereo not drawn),-6
COc1ccccc1Cn1c(C)c(C(=O)NCc2ccc(C(C)C)cc2)sc1=O,-5
COc1ccc2oc(=O)c(C(=O)NNC(=O)c3ccccc3)cc2c1,5
C=CCNC(=S)NNC(N)=O,0
CCC(C(=O)Nc1nc(CN2CCc3ccccc3C2)cs1)c1ccccc1 (stereo not drawn),-8
Cc1cccc(NC(=O)CCC2CCN(C(=O)CSc3nncn3C)CC2)c1,-7&0
O=C(C=Cc1cccs1)N1CCOCC1,-11
C[C@@H]1CN(c2ccc(C(=O)NCCCc3ccccn3)cn2)C[C@H](C)O1,-6
CCCNC1CCS(=O)(=O)C1 (stereo not drawn),-2
O=C(CSc1nc2[nH]ncc2c(=O)[nH]1)NCc1ccco1,-7
Cc1nn(-c2ccccc2)c(C)c1NC(C(=O)N(C)C)c1ccccc1 (stereo not drawn),1
CS(=O)(=O)N(CC(=O)Nc1ccc(F)c(Cl)c1)c1cccc(C#N)c1,1
COc1cccc(COc2c[nH]c(C(=O)Nc3ccc(Cl)c(Cl)c3)cc2=O)c1,-5
CC(NC(=O)c1ccn[nH]1)c1nc(-c2ccc(Cl)cc2)no1 (stereo not drawn),-12
COCCn1cc(NC(=O)NCC2CCN(c3ccc(F)c(F)c3)C2)cn1 (stereo not drawn),5
CCOC(=O)C1=C(O)C(=O)N(Cc2ccccc2)C1,9
CSc1nc(N)nc(SCc2ccc(F)cc2)c1C#N,1
CN(CC(F)(F)F)C(=O)CNC(=O)N1CCCC(C(F)(F)F)C1 (stereo not drawn),0
CNc1cc(-c2ccc(S(C)(=O)=O)cc2)ncn1,-2
CN1C(=O)CC(COC(=O)c2cccn2C)C1c1cccc(Cl)c1 (stereo not drawn),-13
CCN1CCCCC1C(=O)NCc1cccnc1Oc1ccc(C)c(F)c1F (stereo not drawn),-1
COc1ccc(Nc2cc(C)nc(NCCNC(=O)C(C)(C)C)n2)cc1,-6
COc1ccc(Br)cc1-c1nnc2n(C(C)C)c3c(=O)n(C)c(=O)n(C)c3n12,-5
COC(=O)c1ccc(-c2ccc(Cl)cc2)nc1C,0
Cc1cccc(OC(C)C(=O)N2CCN(c3ccccc3O)CC2)c1C (stereo not drawn),-9
CSCc1cc(F)ccc1CNC(=O)c1cn[nH]c1C,-7
CSc1cccc(CN(C)C(=O)c2ccc(CO)o2)c1,-16
CC(C(=O)NCc1ccccc1Cl)n1nnc(-c2ccco2)n1 (stereo not drawn),-4
CCc1ccc2c(O)c3c(cc2c1C(=O)OC)C(=O)c1c(O)ccc(O)c1C3=O,-12
Cc1nc(-c2ccc(CNC(=O)CSc3ncnc4sc(C)c(C)c34)o2)cs1,2
CCCNC(=O)CN1CCN(Cc2ccccc2OCC(F)(F)F)CC1,-13
Cn1nnnc1SCc1cc(Cl)ccc1OC(F)F,-4
CCOCC(=O)Nc1c(C)nc2cc(C)ccn2c1=O,7
COc1cc([N+](=O)[O-])ccc1NC(=O)C=C(C)C,-2
Cn1cc(OCc2ccccc2)c(=O)cc1C(=O)NC1CCCC1,-5
Nc1ccc(F)c(NS(=O)(=O)c2cccs2)c1,-12
C=C(C)COc1cccc(C(=O)N2CCC3(CCOCC3)CC2)c1,-7
O=C(/C=C/c1csc(-c2ccc(F)cc2)n1)N1CCOCC1,-2
CCc1ncc(C(O)(c2ccccc2)c2cc(C)ccc2C)n1C (stereo not drawn),-9
CCOC(=O)C1(C/C=C/c2ccccc2)CCCN(C(=O)CCC2=NNC(=O)CC2)C1 (stereo not drawn),-4
COc1ccc2c(=O)c3c(=O)n(Cc4ccccc4)c(-c4ccccc4)nc3oc2c1,-8
CCC1CN(C)c2ccccc2CN1C(=O)Nc1ccccc1OC (stereo not drawn),-7
O=C1c2ccccc2C(=O)C1(O)c1c[nH]c2ccccc12,4
COCCN1CCN(CCN2C(=O)NC(C)(C)C2=O)CC1C (stereo not drawn),-9
Cc1ccc(NC(=O)Nc2c(O)c3ccccc3oc2=O)cc1,2
COCC1(C(=O)NC(c2cc(C)ccn2)C2CC2)CCC1 (stereo not drawn),-14
COc1ccc(NC(=S)NC2CC3CCC2C3)c(OC)c1 (stereo not drawn),-8
CC(C)NC(=O)NCC1CCN(Cc2ccc3ccccc3n2)C1 (stereo not drawn),-14
Cc1cnc(CNC(=O)Nc2nnc3ccccn23)s1,-15
Cc1cc(C)c2sc(N3CCN(C(=O)C4CCCN(S(C)(=O)=O)C4)CC3)nc2c1 (stereo not drawn),11
Cc1ccccc1C(=O)Nc1ccnn1C1CCN(C(=O)CCN2CCCO2)CC1,-7
Cc1ccc(OCCCN(C)[C@@H]2c3ccccc3C3(CCNCC3)[C@H]2O)cc1,-8
Cn1cc(C2=NNC(=Nc3ccccc3C(F)(F)F)SC2)cn1,-8
Nc1nc(Cl)cc(Nc2cnn(CCO)c2)n1,0
CC12CCC(=O)N1c1ccccc1C(=O)N2CC(=O)N1CCCC1c1ccncc1 (stereo not drawn),-22
CCn1c(C2CCCN(C(=O)c3cccnn3)C2)nn(CCN(C)C)c1=O (stereo not drawn),-27
N#Cc1cc(F)c(N2CCC(NC(=O)c3ccc(F)cc3)CC2)c(F)c1,-13
COc1ccc(OCCNC(=O)C2(C)CCN2CCCc2ccccc2)cc1 (stereo not drawn),-2
O=C(NCCn1nc(-c2cccnc2)ccc1=O)Nc1ccc(F)c(F)c1,-5

# Fetched by structure from the list above (seven):
SMILES,mcGAS RapidFire
Cc1cnc(CNC(=O)Nc2nnc3ccccn23)s1,-15
CCn1c(C2CCCN(C(=O)c3cccnn3)C2)nn(CCN(C)C)c1=O (stereo not drawn),-27
Cc1ccccc1C(=O)Nc1ccnn1C1CCN(C(=O)CCN2CCCO2)CC1,-7
Nc1nc(Cl)cc(Nc2cnn(CCO)c2)n1,0
N#Cc1cc(F)c(N2CCC(NC(=O)c3ccc(F)cc3)CC2)c(F)c1,-13
Cc1cc(C)c2sc(N3CCN(C(=O)C4CCCN(S(C)(=O)=O)C4)CC3)nc2c1 (stereo not drawn),11
COc1ccc(OCCNC(=O)C2(C)CCN2CCCc2ccccc2)cc1 (stereo not drawn),-2

# More structures follow:
SMILES,mcGAS RapidFire
N#Cc1cccc(NC(=O)COc2ccc(Cl)c(Cl)c2)c1,-7
Cc1nc(SCc2nc(Cc3ccccc3)no2)n[nH]1,-10
Cc1ccc(Oc2ccc(NC(C)C(=O)NC(C)C)cc2)cc1 (stereo not drawn),-16
Cc1cccc(C(=O)Nc2c(C(=O)N3CCOCC3)oc3ccccc23)c1,0
CCC(NC(=O)c1ccc(C)n1C)c1ccc(Cl)cc1 (stereo not drawn),-5
Cc1sc(=O)n(CC(=O)N2CCCC3CC(C)CCC32)c1-c1ccc(F)cc1 (stereo not drawn),-9
COc1ccc(C(=O)N(CCN2CCOCC2)CC2CNCCO2)cc1OC (stereo not drawn),4
Cc1ccc(-c2ccc(-c3ccn[nH]3)cc2)c(N)n1,-13
CCc1nn(CC(O)c2ccc(C(C)C)cc2)c(=O)c(C#N)c1CC (stereo not drawn),-8
c1ccc2c(c1)CCC(N1CCN(Cc3nc(CC4CC4)no3)CC1)C2 (stereo not drawn),2
CNC(=O)CNC(=O)c1cc(COc2ccccc2SC)on1,-3
c1cncc(OC2CCN(c3nc4nonc4nc3N3CCSCC3)CC2)c1,-5
O=C(Nc1ccccc1-c1cccs1)C1CCCN1 (stereo not drawn),-4
CCNC(=O)C1(C)CCCCN1Cc1ccc(C#N)cc1 (stereo not drawn),-6
CN(C)C(Cn1ccnc1-c1ccncc1)c1ccccc1Cl (stereo not drawn),-19
COCCN(CCC(=O)O)c1nc(Cc2ccccc2)ns1,-1
COCC(C)S(=O)(=O)NCC(C(C)C)N1CCOCC1 (stereo not drawn),-4
CCCn1c(SCC(=O)NC(C)c2ccc3c(c2)OCO3)nnc1-c1cccc(C)c1 (stereo not drawn),-4
Cc1ccc(C(O)c2ccc(C(F)(F)F)cc2)cc1 (stereo not drawn),-10
N#CCSc1nnnn1-c1ccccc1F,-1
CCS(=O)(=O)c1ccc(NC(=O)NC2CCC(C)CC2)cc1 (stereo not drawn),-27
CCN(C(=O)c1cc(-c2ccccc2C)n[nH]1)C1CC1,2
O=C(CN1CCCS(=O)c2ccccc21)Nc1ccccc1 (stereo not drawn),-18
O=c1c2cnc(N3CCCCC3)nc2ccn1Cc1cccnc1,-5
Cc1cc(C)n2ncc(CN3CCCC3c3ccccn3)c2n1 (stereo not drawn),-7
Cc1nnc(SCCn2c(N3CCOCC3)nc3c2c(=O)n(C)c(=O)n3C)s1,-3
CCCCc1nc2cc(C(=O)N3CCCCC3CCn3cccn3)ccc2o1 (stereo not drawn),-5
O=C(c1coc(Cn2cnc3ccccc32)n1)N1CCC(C2CCCCC2)C1 (stereo not drawn),-8
O=c1cc(CSc2ccc3c(c2)OCCO3)c2c(ccc3ccccc32)o1,-11
Cn1cc(-c2cccc3c2COCC(=O)N3Cc2ccccc2)cn1,-11
Clc1ccc(-c2noc(-c3ccco3)n2)cc1,-24
O=C(c1cccc(-c2ncc[nH]2)c1)N1Cc2cnn(CCO)c2C1,-29
CCOc1cc2c(cc1CNc1ccc(C#N)cn1)OC(C)C2 (stereo not drawn),7
CCOC(=O)CCC(=O)N1CCN(c2ncnc3c2nnn3C)CC1,-3
CC1=NN(C(=O)c2cccnc2)C(O)(C(F)(F)C(F)(F)F)C1 (stereo not drawn),-3
CC(=O)c1ccc(O)c(CSC2=NCCS2)c1,-12
OC1(c2cn(CC3CCCN(Cc4c[nH]c5ccccc45)C3)nn2)CCCC1 (stereo not drawn),1
Cc1ccccc1CCNC(=O)Cn1c(S(C)(=O)=O)nc2ccccc21,-4
C/C=C/c1ccc(OCC(=O)NC(=O)NC(C)(C)C)c(OC)c1,-10
COc1cc(C)c(S(=O)(=O)NCc2cccc(CS(N)(=O)=O)c2)c(C)c1,9
Oc1ccc2ccccc2c1N=Nc1c(O)ccc2ccccc12,-12
COc1ccc(S(=O)(=O)n2nc(C)c(S(=O)(=O)N3CCCC3)c2C)cc1C,-7
CCOC(=O)c1c(C)[nH]c(C2=NNC(=NC3CCCCC3)SC2)c1C,-10
CCO[C@H]1COC[C@@H]1NC(=O)c1cc(-c2ccccc2Cl)oc1C,-11
Cc1cc(C)cc(N2CCn3c2nc2c3c(=O)[nH]c(=O)n2C)c1,-4
O=C1C(=NNC(=S)NCC2CCCO2)c2cccc3cccc1c23 (stereo not drawn),-12
CCCC(=O)N1CCN(c2nc(C)cc(Nc3ccc(C)cc3)n2)CC1,44
Cc1ccc(-n2nnnc2-c2cnc(C3CC3)nc2-c2cccs2)cc1,-34

# Three entries from above in a different format:
SMILES | mcGAS RapidFire
CS(=O)(=O)N(CC(=O)Nc1ccc(F)c(Cl)c1)c1cccc(C#N)c1 | 1
COc1cccc(COc2c[nH]c(C(=O)Nc3ccc(Cl)c(Cl)c3)cc2=O)c1 | -5
CC(NC(=O)c1ccn[nH]1)c1nc(-c2ccc(Cl)cc2)no1 (stereo not drawn) | -12

# Individual results from the entries so far:
# O=C1C(=NNC(=S)NCC2CCCO2)c2cccc3cccc1c23 (stereo not drawn) in mcGAS RapidFire is entered as -12
# CCOC(=O)c1c(C)[nH]c(C2=NNC(=NC3CCCCC3)SC2)c1C in mcGAS RapidFire is entered as -10
# CCCC(=O)N1CCN(c2nc(C)cc(Nc3ccc(C)cc3)n2)CC1 in mcGAS RapidFire is entered as 44
# CCO[C@H]1COC[C@@H]1NC(=O)c1cc(-c2ccccc2Cl)oc1C in mcGAS RapidFire is entered as -11
# COc1ccc(S(=O)(=O)n2nc(C)c(S(=O)(=O)N3CCCC3)c2C)cc1C in mcGAS RapidFire is entered as -7
# Oc1ccc2ccccc2c1N=Nc1c(O)ccc2ccccc12 in mcGAS RapidFire is entered as -12

# Following part.
SMILES,mcGAS RapidFire
COc1ccc(C(=O)Nc2cn[nH]c2)cc1Br,0
N#CCNC(=O)[C@H](CCc1ccccc1)NC(=O)/C=C/c1cc(F)ccc1F,-6
Cn1c(SCCn2cc(Br)cn2)n[nH]c1=O,-3
CC1=NN(C(=O)COc2ccccc2C#N)C(O)(C(F)(F)F)C1 (stereo not drawn),-4
O=C(CS(=O)(=O)CCCc1ccccc1)NCC1(c2ccccc2)CC1,-2
Cc1ccc(C2CC2C(=O)NNC(=S)Nc2ccc([N+](=O)[O-])cc2)cc1 (stereo not drawn),-2
C=CC(C)(O)CN(CCOC)Cc1c(C)nn(-c2ccccc2)c1Oc1cccc(OC)c1 (stereo not drawn),-3
CN(Cc1ncc[nH]1)CC1CC(=O)N(C2CCCC2)C1 (stereo not drawn),-6
COc1cc2c(cc1OC)CN(C(=O)c1ccc(C#CC(C)(C)O)o1)CC2,-3
CC1CN(CCCNC(=O)CSCc2ccc(C#N)cc2)CC(C)O1 (stereo not drawn),-27
Cc1sc2nc(C(C)Sc3nnnn3C3CCCC3)[nH]c(=O)c2c1C (stereo not drawn),-13
CN1N=C(C(=O)NCc2ccc(Br)c(F)c2)CCC1=O,-12
Cc1cnc(CNc2nc3cc(-c4ccccc4C)sc3c(=O)n2C)cn1,8
CC(=O)N1CCN(CCNc2ccc3nccnc3n2)CC1,-4
Cc1noc(C)c1CC(=O)Nc1cccc(OC2CCCC2)c1C,-22
N#CCCN(CCC#N)Cn1c(=O)oc2cc(Br)ccc21,0
Cc1ccc(-n2ncc3c(=O)n(NC(=O)CCC4CCCC4)cnc32)cc1,-1
C[C@]1(C(=O)O)Cc2oncc2C[C@@H]1C(=O)O,-6
Cc1ccc(NC(=O)CN(C)C(=O)c2ccccc2O)cc1,6
COc1ccc(C(=O)NC(c2ccc(Cl)cc2)C2CC2)cc1F (stereo not drawn),-11
COC(=O)[C@H](NC(=O)c1cnn2c1CCCC2)c1ccc(O)cc1,-32
CC(C)Cn1cnc2c(nnn2C)c1=O,-6
CC(c1cccc(S(N)(=O)=O)c1)N(C)Cc1ccc(Cl)cc1 (stereo not drawn),-2
CCOC(=O)C1(C)CCN1C(=O)CSc1ccccc1 (stereo not drawn),4
Cc1c(C)n2c3c(=O)n(CCN4CCOCC4)c(=O)n(C)c3nc2n1-c1ccc(F)cc1,1
CC(C)Oc1ccc(C(=O)NCc2cccs2)cc1,-9
COc1cc(C)c(S(=O)(=O)NCCC(=O)Nc2ccncc2)cc1OC,-11

# These rows are one share of the data, so the mix of outcomes need not match the whole.
